pAkt inh – inhibitors of Akt phosphorylation | Neuro2A IGF-stimulated pAkt S473 HTRF, 20 min; stronger effect = lower value | activity change, % for hits at 50 µM | hit rate 0.32% among 360,000 | AID 651550; in the data active = activity change below about -80%; inconclusive = mostly about -51% to -80%; also: % is scaled to controls: 0 for no effect and ±100 for the full control effect
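Single-point screen (50 µM final compound) in Neuro2A cells stimulated 20 min with 6 nM IGF at 37 deg C. After lysis, Ser473-phosphorylated Akt read by HTRF (ex 330 nm, em 615/665 nm) as the 665/615 ratio.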
CCT modulator – modulators of cytosolic chaperonin (CCT/TRiC) activity; purified chaperonin ATPase assay, HTRF ADP detection, 30 min; activity change, % (test concentration not listed), hits read low; hit rate 0.3% among 360,000; in the data active = activity change below about -30%; also: % is scaled to controls: 0 for no effect and ±100 for the full control effect
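Enzyme 40 or 20 nM (batch-dependent) in Tris pH 7.4/KCl/MgCl2/DTT; cpd 76 uM single point; ATP 10 uM; 30 min 37 °C; Transcreener ADP HTRF detection, 30 min RT; ratio 665/615.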
A549 tox – kills or reduces viability of A549 cells in Nrf2 counter-screen. A549 ARE-Fluc cells, CellTiter-Fluor viability, 18-24 h. Potency, µM (top dose mostly 46 µM), for the others: top-dose activity change, negative = cytotoxicity, most hits filed as inhibitors. hit rate 0.16% among 390,000; also: potency is read from the fitted curve at half-maximal effect; % is scaled to controls: 0 for no effect and ±100 for the full control effect
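A549 ARE_Fluc cells in 5% FBS OPTI-MEM were exposed to compounds in concentration-response for 18-24 h at 37 deg C. Viability was read by CellTiter-Fluor fluorescence (Ex 405/Em 525) after 30 min, before the luciferase read.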
Nrf2 block – inhibitors of Nrf2 signaling; A549 ARE-Fluc reporter, luciferase luminescence, 18-24 h; Potency, µM (doses to about 46 µM), for the others: at the top dose activity change, negative = inhibition, usual class: inhibitors; hit rate 2.1% among 360,000; AID 504444; also: potency is read from the fitted curve at half-maximal effect; % is scaled to controls: 0 for no effect and ±100 for the full control effect; nearly all actives have a fitted effect of over 60% in size
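Two sequential reads on A549 ARE_Fluc cells exposed to compound for 18-24 h: a CellTiter-Fluor fluorescence read for viability, then a luciferase luminescence read for Nrf2/ARE activity.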
EPAC2 antagonist – blocks human EPAC2 exchange factor | hit rate 0.18% among 360,000 | Potency, µM (highest dose often 114 µM), for the others: at the highest dose activity, negative = inhibition, actives largely listed as inhibitors | EPAC2 GEF exchange of Rap1B-BODIPY-GDP, fluorescence | Q8WZA2; also: potency is read from the fitted curve at half-maximal effect; % is scaled to controls: 0 for no effect and ±100 for the full control effect; nearly all actives have a fitted effect of over 45% in size; many of its hits are not listed in these tables
Target sequence (Q8WZA2 whole entry, looked up): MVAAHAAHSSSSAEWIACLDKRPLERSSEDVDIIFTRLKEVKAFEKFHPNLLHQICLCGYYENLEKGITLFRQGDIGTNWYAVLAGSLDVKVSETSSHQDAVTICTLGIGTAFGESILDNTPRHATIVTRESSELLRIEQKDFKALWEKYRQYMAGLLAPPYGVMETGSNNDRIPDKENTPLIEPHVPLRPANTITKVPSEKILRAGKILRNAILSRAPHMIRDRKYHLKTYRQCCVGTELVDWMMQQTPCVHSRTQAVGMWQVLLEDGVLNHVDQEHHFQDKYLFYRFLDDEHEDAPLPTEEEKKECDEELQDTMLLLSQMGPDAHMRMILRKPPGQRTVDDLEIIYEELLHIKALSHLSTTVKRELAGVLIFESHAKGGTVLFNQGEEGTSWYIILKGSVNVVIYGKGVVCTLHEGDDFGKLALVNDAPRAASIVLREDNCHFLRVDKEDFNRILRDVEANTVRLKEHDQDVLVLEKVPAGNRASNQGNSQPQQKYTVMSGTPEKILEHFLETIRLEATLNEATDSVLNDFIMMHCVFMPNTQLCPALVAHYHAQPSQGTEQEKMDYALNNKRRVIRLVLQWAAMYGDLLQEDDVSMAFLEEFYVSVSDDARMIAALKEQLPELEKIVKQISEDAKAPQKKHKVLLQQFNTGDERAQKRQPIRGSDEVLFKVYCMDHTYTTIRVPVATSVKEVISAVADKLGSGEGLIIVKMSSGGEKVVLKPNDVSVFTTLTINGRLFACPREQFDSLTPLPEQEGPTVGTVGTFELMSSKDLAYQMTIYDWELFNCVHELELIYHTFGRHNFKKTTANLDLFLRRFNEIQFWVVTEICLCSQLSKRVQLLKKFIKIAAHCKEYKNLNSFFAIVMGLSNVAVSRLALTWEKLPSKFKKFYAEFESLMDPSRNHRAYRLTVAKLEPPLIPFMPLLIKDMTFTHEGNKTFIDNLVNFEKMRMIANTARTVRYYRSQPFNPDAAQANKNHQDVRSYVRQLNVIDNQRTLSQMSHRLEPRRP
Mm-Cpn inhibitor – M. maripaludis TRiC chaperonin inhibition. purified Mm-Cpn ATPase, ADP Transcreener TR-FRET. hit rate 0.031% among 330,000. Potency, µM (series often up to 76.9 µM), for the others: top-dose activity, negative = inhibition, hits mostly inhibitors. AID 504842; also: potency is read from the fitted curve at half-maximal effect; % is scaled to controls: 0 for no effect and ±100 for the full control effect; nearly all actives have a fitted effect of over 80% in size
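ATP (10 uM final) was added to archaeal chaperonin (25 nM final) after 10 min exposure to test compound at 37°C; after 30 min further incubation, ADP was detected by competitive TR-FRET.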
TGFb SMAD3 inh – blocks TGF-b signaling; HepG2 CAGA-GFP TGF-b/SMAD3 reporter, GFP fluorescence, 18 h; TGF-beta stimulated, 500 pg/mL final; Potency, µM (highest dose often 46.1 µM), without a hit: top-dose activity, negative = inhibition, most hits filed as inhibitors; hit rate 1.2% among 410,000; AID 588855; also: potency is read from the fitted curve at half-maximal effect; % is scaled to controls: 0 for no effect and ±100 for the full control effect; nearly all actives have a fitted effect of over 65% in size
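GFP signal (ex488/em500-530) from TGF-beta-stimulated HEPG2 CAGA-GFP cells, 500 pg/mL final, 18 h at 37 degrees C in DMEM plus 1% FBS, normalized to unstimulated and DMSO-stimulated controls.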
EPAC2 ag – EPAC2 (human) agonism. AID 720711. Q8WZA2. hit rate 0.079% among 360,000. EPAC2 activation, biochemical qHTS; response scale: 100% = 6.5 mM cAMP response. Potency, µM (titrated, usually from 154 µM), for the others: top-dose activation, most hits filed as activators; also: potency is read from the fitted curve at half-maximal effect; nearly all actives have a fitted effect of over 50% in size
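Each well held 100 nM EPAC2, 250 nM RAP1B-BODIPY-GDP and 50 uM GDP. Fluorescence, read at 5-min intervals to 30 min, was referenced to a 6.5 mM cAMP positive control.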
Nrf2 ARE act – Nrf2 pathway activation; AREc32 ARE-luciferase reporter (MCF7-derived line), luminescence, 24 h; Potency, µM (highest dose often 46.1 µM), for inactives: at the top dose activation, most hits filed as activators; hit rate 0.31% among 410,000; also: potency is read from the fitted curve at half-maximal effect; % of control where 0% means no effect; nearly all actives have a fitted effect of over 65% in size
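ARE activation measured as luciferase luminescence (Steady-Glo, 30 min RT) in AREc32_Fluc cells after 24 hr compound exposure at 37 deg C, 5% CO2; cells seeded overnight at 1000/well in OPTI-MEM, 5% FBS.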
The depositor's hits bear a star; i = inactive; ? = inconclusive; nt = not tested or not shown; [ ] = another dose, or the depositor's remark. Unless noted, calls follow the shape of the dose curve; as a rule, active = well fitted curve in the direction sought with a large enough effect; inconclusive = small, poorly fitted or top-dose-only effect, or another doubt; inactive = no such curve, though single readings can be large; an effect the other way counts as inactive or inconclusive. The list is partial. The share of hits here may be higher or lower than overall.

Start of the data: the first 2 entries, ahead of the listing:
Values in the order – A549 tox | TGFb SMAD3 inh | EPAC2 antagonist | EPAC2 ag | pAkt inh | Nrf2 block | CCT modulator | Nrf2 ARE act | Mm-Cpn inhibitor
#1 O=C1c2ccccc2C(=O)N1CCCc1nc(-c2cccnc2)no1
 : 9.4% | -0.8% | 5.9% | 0.8% | i | -0.5% | 0.0 | -0.3% | 0.0%
#2 O=c1[nH]c(Nc2ccccn2)cc2ccccc12
 : -3.5% | -0.1% | 0.1% | 7.4% | i | 2.4% | 0.0 | ? | nt

This part in full, previewed entries included:
Values in the order – A549 tox | TGFb SMAD3 inh | EPAC2 antagonist | EPAC2 ag | pAkt inh | Nrf2 block | CCT modulator | Nrf2 ARE act | Mm-Cpn inhibitor
#1 O=C1c2ccccc2C(=O)N1CCCc1nc(-c2cccnc2)no1
 : 9.4% | -0.8% | 5.9% | 0.8% | i | -0.5% | 0.0 | -0.3% | 0.0%
#2 O=c1[nH]c(Nc2ccccn2)cc2ccccc12
 : -3.5% | -0.1% | 0.1% | 7.4% | i | 2.4% | 0.0 | ? | nt
#3 CC(=O)NCCc1nc2ccccc2n1CCc1ccccc1
 : 4.2% | -6.3% | -14.4% | 2.2% | i | 1.3% | -2.6 | 0.0% | 1.3%
#4 Cc1c(C#N)c(N=CN(C)C)c(C(=O)c2ccc(Br)cc2)n1-c1ccc(Cl)cc1
 : -4.2% | -9.7% | -4.6% | 9.1% | i | nt | 0.3 | -0.6% | 2.2%
#5 CC1CCCN(C(=O)COC(=O)c2ccc3[nH]c4c(c3c2)CCCC4)C1 (centres undefined)
 : -10.6% | -18.0% | 0.7% | -1.1% | i | 7.7% | -2.0 | 0.5% | 1.2%
#6 Cc1cc(C)cc(NC(=O)COC(=O)C2CC3C=CC2C3)c1 (centres undefined)
 : nt | 9.3% | -17.3% | -5.4% | i | nt | 1.2 | 0.1% | nt
#7 CC(c1ccccc1)N1CCC(CNC(=S)Nc2cccc(Cl)c2)C1 (centres undefined)
 : -7.2% | ? | 9.7% | 9.4% | i | -5.0% | 1.0 | 2.9% | 1.6%
#8 Cc1nn2c3ccccc3nc2c2ccccc12
 : -11.1% | ? | 14.6% | 0.7% | i | -6.6% | 0.7 | 7.94µM* | -1.7%
#9 O=C(Nc1ccc(Oc2cccc(C(F)(F)F)c2)nc1)c1ccco1
 : 2.3% | -2.8% | 5.1% | -7.0% | i | ? | 0.8 | -0.3% | 1.8%
#10 Cc1ccc(C)c(SCC(=O)Nc2cccc(S(=O)(=O)N3CCOCC3)c2)c1
 : ? | ? | ? | 2.3% | i | ? | 1.0 | -1.2% | 0.3%
#11 COc1ccc(CCCNC(=O)C2Cc3c(-c4ccc5c(c4)OCO5)ccnc3O2)cc1 (centres undefined)
 : nt | -5.1% | 8.2% | 10.8% | i | nt | 0.7 | 3.9% | nt
#12 Cc1ccc(S(=O)(=O)CCC(=O)OCC(=O)NC2CCS(=O)(=O)C2)cc1 (centres undefined)
 : -3.8% | 10.2% | -1.0% | 2.7% | i | -2.7% | -0.5 | -1.8% | -1.2%
#13 Cc1c(Cl)cccc1NC(=O)c1cc(-c2ccccc2O)n[nH]1
 : 2.6% | ? | -11.7% | 7.6% | i | 15.9% | 0.5 | 5.3% | 1.4%
#14 CCOc1ccc(OCC)c(NC(=O)C(NS(=O)(=O)c2ccc3c(c2)oc(=O)n3C)C(C)C)c1 (centres undefined)
 : -8.2% | 17.9% | 8.7% | 2.9% | i | 1.7% | 0.4 | -0.6% | -1.6%
#15 COc1cc(CC(CC(=O)c2ccc3c(c2)OCO3)C(=O)O)cc(OC)c1OC (centres undefined)
 : -1.2% | 3.6% | -4.7% | 8.3% | i | -16.9% | -4.3 | -0.5% | nt
#16 CC1(C)NC(=O)N(CC(=O)N2CCN(S(=O)(=O)c3ccccc3F)CC2)C1=O
 : 18.7% | -3.1% | -6.1% | -2.0% | i | 5.4% | -0.4 | -0.3% | 0.3%
#17 COc1ccc(CCC(=O)O)c(C(CC(=O)O)C(=O)O)c1OS(=O)(=O)c1ccc(C)cc1 (centres undefined)
 : nt | -1.8% | 16.7% | 0.4% | i | nt | -2.7 | -0.2% | nt
#18 Cc1c(NC(=O)/C(C#N)=C/c2cccs2)c(=O)n(-c2ccccc2)n1C
 : -2.6% | 13.9% | -6.8%[57.1 µM] | 2.7% | i | 0.0% | -1.4 | 0.9% | 1.3%
#19 O=C(NC(Cc1ccccc1)C(=O)O)/C(=C\c1ccc(Cl)cc1)NC(=O)c1ccco1 (centres undefined)
 : 1.1% | -3.6% | 10.9% | -2.8% | i | 4.3% | 1.2 | -0.2% | 1.0%
#20 COC(=O)C1=C(C(=O)OC)[C@@H]2N(C)c3ccc(OC)cc3[C@@]23C[C@@H](C(=O)OC)N(C(=O)c2cc(C)oc2C)C3=N1
 : -14.9% | -8.1% | -24.7% | 9.0% | i | ? | -0.9 | -1.3% | nt

Single records (already shown):
Entry for CCOc1ccc(OCC)c(NC(=O)C(NS(=O)(=O)c2ccc3c(c2)oc(=O)n3C)C(C)C)c1 (centres undefined) : A549 tox: -8.2%; TGFb SMAD3 inh: 17.9%; EPAC2 antagonist: 8.7%; EPAC2 ag: 2.9%; pAkt inh: i; Nrf2 block: 1.7%; CCT modulator: 0.4; Nrf2 ARE act: -0.6%; Mm-Cpn inhibitor: -1.6%
Entry for COc1ccc(CCCNC(=O)C2Cc3c(-c4ccc5c(c4)OCO5)ccnc3O2)cc1 (centres undefined) : A549 tox: nt; TGFb SMAD3 inh: -5.1%; EPAC2 antagonist: 8.2%; EPAC2 ag: 10.8%; pAkt inh: i; Nrf2 block: nt; CCT modulator: 0.7; Nrf2 ARE act: 3.9%; Mm-Cpn inhibitor: nt

Along the list, as entered above:
Nos. 11–19 in pAkt inh, in turn: i, i, i, i, i, i, i, i, i
Nos. 11–19 in CCT modulator, in turn: 0.7, -0.5, 0.5, 0.4, -4.3, -0.4, -2.7, -1.4, 1.2

Next results follow:
Values in the order – A549 tox | TGFb SMAD3 inh | EPAC2 antagonist | EPAC2 ag | pAkt inh | Nrf2 block | CCT modulator | Nrf2 ARE act | Mm-Cpn inhibitor
#21 CCOc1ccc(C2CC(c3ccc(F)cc3)n3ncnc3N2)cc1 (centres undefined)
 : 3.2% | 17.0% | -2.9% | 1.6% | i | -7.7% | 0.2 | 2.3% | 0.6%
#22 Cc1cc(C)c2c(n1)nn1c(N3CCN(c4ccccc4C)CC3)cc(C)nc21
 : -3.0% | -14.6% | 1.5% | -13.5% | i | 3.4% | -2.0 | 0.3% | nt
#23 COc1ccc(S(=O)(=O)Nc2ccc3c(c2)C(=O)N([C@H](C)CO)C[C@H](C)[C@@H](CN(C)S(=O)(=O)c2ccc(F)cc2)O3)cc1
 : 0.3% | -10.8% | -3.0% | 1.6% | i | -4.1% | -1.4 | 0.7% | -1.2%
#24 O=C(O)CCc1ccc(-c2cccs2)n1Cc1ccco1
 : -1.9% | 6.3% | 1.6% | -1.1% | i | -24.6% | -4.7 | 5.3% | -0.5%
#25 CC(C#N)(NC(=O)CN1CCN(S(=O)(=O)c2ccc(Br)cc2Cl)CC1)C1CC1 (centres undefined)
 : 1.0% | -24.2% | -4.7% | 2.9% | i | 8.3% | -2.5 | -0.5% | 3.2%
#26 CC1(C(=O)N(CC(=O)NC2CCCC2)Cc2ccc(Cl)cc2)CC(=O)N=C2C=CC=CN21 (centres undefined)
 : 2.6% | 17.1% | 1.2% | 3.1% | i | -6.7% | 2.1 | -0.1% | -3.5%
#27 CCOC(=O)/C=C1\SCC(=O)N1CC(=O)Nc1ccc(C(C)C)cc1
 : -12.0% | -2.6% | -13.3% | -7.1% | i | -18.0% | -1.9 | 0.4% | -2.1%
#28 Cc1ccc(NC(=O)Nc2cnccn2)cc1
 : 2.4% | -6.3% | -6.7% | -4.9% | i | ? | -0.9 | 3.2% | -4.1%
#29 COc1cccc(-c2nc(Cn3c(=O)cc(C)c4c(C)nn(-c5ccccc5)c43)c(C)o2)c1OC
 : 6.8% | -3.0% | nt | nt | nt | 22.8% | nt | -0.1% | nt
#30 COc1ccc(CN(C)C(=O)[C@H](Cc2ccccc2)NC(=O)c2ccco2)c(OC)c1
 : -3.4% | 11.4% | -11.2% | 9.5% | i | -18.4% | -1.2 | -0.7% | -0.4%
#31 COc1cc(/C=N/NC(=O)CCN2CCN(c3ccccc3)CC2)cc(OC)c1OC
 : 12.2% | 15.9% | -16.0% | 11.1% | i | -8.6% | -0.4 | 0.4% | -1.1%
#32 O=C(NCc1cccnc1)c1cccc2c1C(=O)N(Cc1cccnc1)C2
 : ? | 1.6% | 4.7% | 0.5% | i | 5.2% | 1.9 | 0.0% | 0.7%
#33 Cc1ccc(/C=C/C(=O)OCC(=O)Nc2ccccc2Sc2ccccc2)cc1
 : 10.6% | -5.6% | -2.4% | 7.9% | i | 7.7% | -2.0 | 0.1% | 1.2%
#34 O=C1COc2ccc(C(=O)COC(=O)c3ccccc3Cl)cc2N1
 : -7.6% | -1.8% | -1.8% | 5.9% | i | -1.6% | -1.6 | 0.2% | -2.1%
#35 Cc1ccc(NC(=S)Nc2ccc(Cl)c(Cl)c2)c(OC(F)F)c1
 : -3.2% | ? | 6.4% | 6.8% | i | ? | 1.6 | 2.8% | -4.7%
#36 Brc1ccc(-c2cn3ccccc3n2)cc1
 : 2.7% | -11.0% | 4.4% | 8.8% | i | ? | 1.1 | ? | -0.8%
#37 COCC1CCN(C(=O)C2CCC(=O)N(CCc3ccc(Cl)cc3)C2)CC1 (centres undefined)
 : 4.2% | 7.5% | -1.8% | -3.1% | i | 3.8% | 0.4 | -0.2% | 1.4%
#38 O=C1Nc2cc(C(F)(F)F)ccc2N2CCCCC12 (centres undefined)
 : -3.6% | ? | 3.7% | 7.9% | i | ? | -1.8 | 10.9% | 0.1%
